Rab9 prom act = Rab9 promoter activation | Potency, µM (top dose mostly 9.22 µM), for inactives: at the highest dose activation, negative = inhibition, usual class: activators | 2.8% of 320,000 active | Huh7 Rab9 promoter-luciferase reporter, luminescence, 24 h; further: potency means the concentration at half of the fitted maximal effect; % of control where 0% means no effect; nearly all actives have a fitted effect of over 60% in size
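Luminescence from Amplite-detected luciferase (10 minutes, ambient) reports Rab9 promoter activation. Before that, stable Rab9-luciferase Huh7 cells (1500/well, reduced-serum OP-MEM I plus 10% FBS) were exposed to compound for 24 hours at 37C.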
NPC1 prom act = NPC1 promoter activation. Huh7 NPC1 promoter luciferase reporter, 24 h. Potency, µM (top dose mostly 9.22 µM), without a hit: at the top dose activation, usual class: activators. 2.4% of 320,000 active. AID 485313;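 further: potency means the concentration at half of the fitted maximal effect; % of control where 0% means no effect; nearly all actives have a fitted effect of over 60% in size; reporter is driven by a mutant NPC1 promoter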
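Stable NPC1-promoter luciferase Huh7 line; cpd (DMSO) 24 h, 37 °C, 5% CO2; Amplite luciferase reagent 10 min RT; luminescence readout. qHTS format.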
ELG1 genotoxic = genotoxicity induction in ELG1-luciferase HEK293T cells. HEK293T ELG1-luciferase reporter, luminescence, 16 h. Potency, µM (highest dose often 46 µM), for the others: top-dose activity change, positive = activation, hits mostly activators. 1.3% of 330,000 active; further: potency means the concentration at half of the fitted maximal effect; % of control where 0% means no effect; nearly all actives have a fitted effect of over 60% in size
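Step 1: seed 2,000 HEK293T ELG1-luciferase cells per well. Step 2: add compound or DMSO, incubate 16 hr at 37 °C. Step 3: ONE-Glo, 30 min at room temperature, read luminescence.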
Giardia kill = Giardia lamblia killing; Giardia lamblia trophozoite viability; activity change, % at 7.66 µM, hits read low; 0.15% of 340,000 active; AID 540267; in the data active means activity change below about -80%; inconclusive means between about -30% and that limit;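 further: parasites exposed to compound for two days anaerobically before the ATP read; on the % scale 0 is the no-effect control and ±100 the full control effect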
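Anaerobic 48 hrs incubation at 37 deg C of 100 trophozoites/well with test compounds; ATPLite 1-Step luminescence, 15-30 min RT, reports cellular ATP as viability.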
Gal4-VP16 FLuc = counter-screen for ROR gamma inhibitors: Gal4-VP16 reporter | Drosophila S2 Gal4-VP16 UAS-luciferase, luminescence, 20 h | 3.5% of 310,000 active | AID 2546 | Potency, µM (highest dose often 53.6 µM), inactives show at the highest dose activity, negative = inhibition, actives largely listed as inhibitors;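 further: Gal4-VP16 expression switched on by copper sulfate through the metallothionein promoter; potency means the concentration at half of the fitted maximal effect; on the % scale 0 is the no-effect control and ±100 the full control effect; nearly all actives have a fitted effect of over 50% in size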
Tb PFK inh = T. brucei PFK enzyme inhibition; T. brucei PFK, ADP-Glo luminescence; Potency, µM (titrated, usually from 57.5 µM), inactives show top-dose activity, negative = inhibition, hits mostly inhibitors; 0.17% of 330,000 active; O15648;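 further: potency means the concentration at half of the fitted maximal effect; 0% = uninhibited 1x PFK enzyme wells and -100% = no-enzyme wells; nearly all actives have a fitted effect of over 60% in size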
Target sequence (O15648 whole entry, looked up): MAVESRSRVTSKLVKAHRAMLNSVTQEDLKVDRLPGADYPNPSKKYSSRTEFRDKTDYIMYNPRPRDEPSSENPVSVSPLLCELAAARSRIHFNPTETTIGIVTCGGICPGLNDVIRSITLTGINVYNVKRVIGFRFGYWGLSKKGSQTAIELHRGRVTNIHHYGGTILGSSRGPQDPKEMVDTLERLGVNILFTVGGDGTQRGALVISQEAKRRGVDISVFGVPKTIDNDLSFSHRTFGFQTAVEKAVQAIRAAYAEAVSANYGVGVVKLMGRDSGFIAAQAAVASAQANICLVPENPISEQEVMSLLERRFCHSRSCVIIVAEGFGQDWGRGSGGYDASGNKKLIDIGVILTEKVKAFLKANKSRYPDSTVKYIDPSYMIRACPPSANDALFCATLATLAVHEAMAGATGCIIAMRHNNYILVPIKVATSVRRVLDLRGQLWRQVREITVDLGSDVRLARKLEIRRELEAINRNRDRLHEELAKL
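Compounds were pin-transferred as a titration series up to 57 uM into substrate buffer (0.5 mM F6P, 0.1 mM ATP, pH 8.0), then 1.25 nM PFK was added and reactions ran 45 min before ADP-Glo detection.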
uPA generation = cell surface uPA generation inhibition; cell surface uPA generation assay, qHTS; Potency, µM (series often up to 38.3 µM), inactives show at the highest dose activity change, negative = inhibition, most hits filed as inhibitors; 0.31% of 330,000 active; AID 540303; active means well fitted inhibition curve with a large enough effect; inconclusive means small, poorly fitted or top-dose-only effect; inactive means no such curve, though single readings can be large or run the other way; tested in mouse RAW 264.7 cells; further: potency means the concentration at half of the fitted maximal effect; on the % scale 0 is the no-effect control and ±100 the full control effect; nearly all actives have a fitted effect of over 55% in size
RORg inh = ROR gamma (mouse) transcription inhibition. Potency, µM (top dose mostly 53.6 µM), without a hit: at the top dose activity change, negative = inhibition, usual class: inhibitors. P51450. 5.4% of 310,000 active. Drosophila S2 Gal4-RORgamma UAS-luciferase reporter, 20 h; further: potency means the concentration at half of the fitted maximal effect; on the % scale 0 is the no-effect control and ±100 the full control effect; nearly all actives have a fitted effect of over 60% in size
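Using a luciferase readout, inhibitors were identified by reduced reporter activity in Drosophila cells coexpressing a copper-inducible Gal4–ROR gamma fusion and UAS-driven Photinus luciferase, incubated 20 hr after 700 uM copper sulfate.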
FBPA coupling cs = coupling enzyme interference in Giardia aldolase counter-screen | activity change, negative = inhibition, % at 58.2 µM, hits read low | AID 2472 | 0.67% of 290,000 active | coupling enzyme system counterscreen, AmpLite Red fluorescence; in the data active means activity change below about -30%; further: on the % scale 0 is the no-effect control and ±100 the full control effect
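Activity here indicates interference with the coupling reaction, not aldolase inhibition. Compounds at 57.5 uM final met coupling enzymes for 10 min at RT; substrate and AmpLite Red detection followed, with a 525/598 nm fluorescence read after 20 min.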
FLuc counter = firefly luciferase modulation, counter-screen for miR-21 project. Potency, µM (doses to about 57.5 µM), for the others: at the highest dose activity change, negative = inhibition, hits mostly inhibitors. 6.9% of 360,000 active. AID 588342. purified FLuc, Km substrates, luminescence inhibition. P08659;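 further: potency means the concentration at half of the fitted maximal effect; plate controls were vehicle for no effect and reference inhibitor for full effect; nearly all actives have a fitted effect of over 55% in size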
Target sequence (P08659 whole entry, looked up): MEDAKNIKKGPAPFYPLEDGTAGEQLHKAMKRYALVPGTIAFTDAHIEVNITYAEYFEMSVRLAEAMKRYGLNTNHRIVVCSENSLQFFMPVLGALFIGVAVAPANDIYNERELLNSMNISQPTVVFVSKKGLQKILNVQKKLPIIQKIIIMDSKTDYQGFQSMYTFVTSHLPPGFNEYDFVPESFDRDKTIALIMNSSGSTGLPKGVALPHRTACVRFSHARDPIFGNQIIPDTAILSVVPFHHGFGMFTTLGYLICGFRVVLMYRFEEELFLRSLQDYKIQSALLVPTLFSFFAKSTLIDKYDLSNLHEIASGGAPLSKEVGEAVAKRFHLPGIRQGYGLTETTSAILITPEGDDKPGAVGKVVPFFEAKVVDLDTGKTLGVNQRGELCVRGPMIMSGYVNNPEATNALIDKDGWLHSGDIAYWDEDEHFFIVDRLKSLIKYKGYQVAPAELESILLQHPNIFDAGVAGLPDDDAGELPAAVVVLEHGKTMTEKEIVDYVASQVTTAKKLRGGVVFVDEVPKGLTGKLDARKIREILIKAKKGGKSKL
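Biochemical qHTS of compounds, final roughly 60 µM downward over six points, against 10 nM purified firefly luciferase using Km concentrations of substrates (10 uM D-luciferin, 10 uM ATP) in Tris acetate pH 7.5 buffer; luminescence output.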
KCNH2 3.1 block = KCNH2 3.1 (human) potassium channel inhibition; AID 720553; 0.95% of 340,000 active; activity change, % (tested at about 1.8 µM); U2OS KCNH2 3.1, thallium flux FluxOr; active compounds read low;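 active means maximum activity change below -70%; inconclusive means maximum activity change from -70% to -50%; inactive means maximum activity change above -50%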;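 further: thallium influx rate constant from kinetic fluorescence after stimulation buffer; on the % scale 0 is the no-effect control and ±100 the full control effect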
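Kinetic fluorescence (2 min after stimulation buffer) measures Tl+ influx through KCNH2 3.1 expressed by viral transduction in U2OS cells; the rate constant is normalized against DMSO controls serving as positive and negative references.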
* hit, by the source's call; ? = inconclusive; · = not tested or not shown; & = joins results of further samples; ! = not active in a repeat; [ ] = dose if it differs, or a comment. Unless noted, the call rests on the fitted dose curve; in most records, active means well fitted curve in the direction sought with a large enough effect; inconclusive means small, poorly fitted or top-dose-only effect, or another doubt; inactive means no such curve, though single readings can be large; an effect the other way counts as inactive or inconclusive.

SMILES | Rab9 prom act | NPC1 prom act | ELG1 genotoxic | Giardia kill | Gal4-VP16 FLuc | Tb PFK inh | uPA generation | RORg inh | FBPA coupling cs | FLuc counter | KCNH2 3.1 block
OC(CNCCc1ccc(Cl)cc1)COCc1ccco1 (stereo not given) | -10% | 1% | -3% | 11 | -1% | -4% | 2% | 0% | 6 | 2% | -31
O=C(O)c1ccc(NS(=O)(=O)c2ccc(Cl)c(C(=O)Nc3ccccc3)c2)cc1 | 1% | -8% | 1% | -29 | 6% | -2% | 23% | 5% | 5 | -5% | 7
CCOc1ccc2[nH]c(=O)c(C(c3nnnn3Cc3ccco3)N3CCN(C)CC3)cc2c1 (stereo not given) | -43%[inhibitor] | -13% | ? | -5 | 3.5µM* | 0% | -2% | 3.5µM* | -67* | -19% | -7
CCOC(=O)C1CCN(S(=O)(=O)c2ccc(NC(=O)c3ccco3)cc2)CC1 | -15% | -3% | -13% | 17 | 17% | -2% | 10% | 10% | -2 | 1% | -9
Cc1cc(C)cc(OCC(=O)Nc2ccc3c4c(cccc24)CC3)c1 | -9% | 2% | -1% | 7 | ? | 2% | 4% | ? | · | 0% | -5
CCN(CC)C(=O)CSc1nc2ccccc2c(=O)n1CC1CCCCC1 | -10% | -1% | -15% | 1 | -6% | -2% | 6% | 11% | -1 | -4% | -9
CCN1C(=O)N(S(=O)(=O)c2ccc(C)cc2)[C@@H](c2ccccc2)C(C(=O)OC)=C1C | -1% | -1% | -2% | -4 | 1% | 3% | ? | -15% | -1&1 | 0% | 34
COc1ccc(C2OC(=O)CC2C(=O)NCc2ccc(Cl)cc2)cc1OC (stereo not given) | ? | ? | ? | 0 | ? | 6% | -3% | -9% | 3 | 17µM* | 7
CCN(CC(=O)NC1CCS(=O)(=O)C1)S(=O)(=O)c1ccc2ccccc2c1 (stereo not given) | -6% | 0% | 0% | -20 | -6% | 0% | 4% | 5% | 1 | -1% | 5
Cc1cccc(C(C(=O)NC2CCCCC2)N(C(=O)c2csnn2)C2CC2)c1 (stereo not given) | -5% | -1% | -1% | 2 | -8% | -1% | 0% | 2% | -1 | 0% | 1
CCCC(=O)Nc1nc2ccc3nc(C)sc3c2s1 | ? | 19% | ? | 21 | -25% | 3% | -1% | ? | 2 | ? | 17
FC(F)(F)C(Oc1nc(Nc2ccc(Cl)cc2)nc(N2CCOCC2)n1)C(F)(F)F | -1% | -8% | -1% | 36[activator] | 2% | 0% | 3% | ? | -10 | 1% | -3
Cc1ccccc1S(=O)(=O)Cc1ccc(C(=O)N2CCN(C3CCCCC3)CC2)o1 | -5% | -2% | -3% | 17 | -5% | -1% | -14% | -5% | -1 | 5% | 1
COC(=O)CCCC1=CC2=CC(=O)C(C)(OC(=O)c3cccs3)C(=O)C2=CN1C1CCCCC1 (stereo not given) | -2% | -5% | 1% | 7 | -5% | 4% | 5% | 2% | -41*! | -1% | 19
CCOc1ccc(/C(O)=C2/C(=O)C(=O)N(c3nc(C)c(C)s3)C2c2ccco2)cc1 (stereo not given) | 0% | 7% | 17% | -11 | 5% | 0% | 0% | -14%[10 µM] | 8 | -17% | -1
CCOC(=O)C1=C(CSc2nc(C)cc(C)c2C#N)OC(N)=C(C#N)C1c1cccs1 (stereo not given) | -33%[inhibitor] | 1% | 5% | 1 | -16% | -21% | -3% | -7% | -1 | 0% | 5
CCCNC(=O)c1cc(-c2ccc(Br)cc2)on1 | 2.2µM* | 2.2µM* | ? | -6 | 4% | -3% | 4% | 4% | 1 | ? | -11
CCn1cc(C(=O)NC(=S)Nc2ccccc2Br)cn1 | 22% | 16% | 13% | -4 | 10µM* | 2% | -10% | 7.1µM* | 0 | ? | -5
Cc1ccc(/C=C/C(=O)NCCCn2ccnc2)cc1 | -2% | -9% | -2% | 11 | -2% | 0% | 2% | ? | 6 | 5% | 8
COC(=O)C/C=C/[C@@H](C)[C@@H](/C=N/O[C@H](C)c1cn([C@@H]2COC[C@H]2O)nn1)NS(=O)(=O)c1ccc(C)cc1 | -4% | -4% | 2% | · | 0% | 0% | · | 15% | -1 | 3% | ·
COc1ccc(CNC(=O)COc2ccc(C)nc2[N+](=O)[O-])cc1 | 2% | -2% | 2% | -23 | -8% | -3% | 3% | 42% | 2 | -2% | -5
CNc1c([N+](=O)[O-])cnn1-c1ccc(C)cc1 | -3% | -6% | 1% | -7 | -2% | 1% | -4% | 12% | 2 | -2% | 10
COc1ccc(OCC(O)CNC(=O)Nc2cc(C)cc(C)c2)cc1 (stereo not given) | 2% | 2% | -3% | -5 | -6% | 1% | 10% | -9% | 2 | -2% | 11
COc1ccccc1Cn1c(=S)[nH]c2cc(C(=O)N3CCN(C)CC3)ccc2c1=O | -1% | -3% | -1% | -10 | -10% | -2% | -9% | ? | 0 | -2% | -2
CC(C)c1ccc(CN(C(=O)c2ccco2)C2CCS(=O)(=O)C2)cc1 (stereo not given) | -7% | 3% | 0% | -3 | -20% | 0% | -2% | -1% | 2 | 0% | 6
Cc1cc(C(=O)CCl)c(C)n1CCc1ccc(F)cc1 | -38%[inhibitor] | -11% | 19% | -4 | -86% | 3% | -11% | ? | -1 | 0% | -4
COC(=O)c1ccccc1NC(=O)N1CCN(c2ccccc2)CC1 | -8% | -1% | -8% | -26 | 2% | 1% | 4% | 10% | -4 | 5% | -11
CC(=O)Nc1nonc1-c1nc2ccccc2n1Cc1ccccc1 | -7% | -10% | 8% | 6 | 4% | -5% | -8% | 13% | 5 | 1% | 5
CC(C)c1ccc(NC(=O)N2CCN(S(=O)(=O)c3ccccc3)CC2)cc1 | -7% | -1% | -6% | 10 | -12% | 0% | -3% | ? | -3 | 7% | -13
COCC(=O)N(Cc1cc2ccccc2[nH]c1=O)c1ccccc1OC | 1% | 0% | 1% | 14 | -8% | 2% | 6% | -5% | 0 | 5% | 20
COc1ccc(C(=O)CSc2cc(C)nc(SCC(=O)c3ccc(C)cc3)n2)cc1 | 0% | -20% | 0% | -1 | 0% | 0% | 1% | ? | -3 | 2% | -8
C1CCC(n2nnnc2CN2CCN(C3CCCC3)CC2)CC1 | -4% | -4% | 1% | -6 | 3% | -1% | 4% | -6% | 0 | 3% | 10
Cc1cc(C(F)F)n2nc(C(=O)Nc3ccc(S(=O)(=O)N4CCCC4)cc3)nc2n1 | -8% | 0% | -9% | 0 | -1% | -2% | 5% | -29% | 7 | -36% | -5
COc1cc2cc(CCOC(=O)c3ccc(F)cc3)oc(=O)c2cc1OC | -3% | -1% | 0% | 2 | · | -5% | 4% | · | · | 7% | 5
COc1cccc(C(=O)N2CCN(Cc3ccco3)CC2)c1OC | -7% | -5% | -1% | 13 | 1% | 1% | 0% | -9% | -1 | 1% | -3
CCOc1ccc(NC(=O)Cc2ccc(NC3=NC4CS(=O)(=O)CC4S3)cc2)cc1 (stereo not given) | 27% | -4% | 5% | 13 | ? | 0% | 13% | -15% | 1 | -18% | 0
CC(C)(C)n1nnnc1C(c1cccc(C#N)c1)N1CCN2CCCC2C1 (stereo not given) | 4% | -1% | -6% | -20 | 15% | -1% | -7% | 2% | 1 | 1% | 4
CCc1ccc[n+](-c2[nH]c(=O)sc2/C=N/N=C(\[O-])CCn2c3ccccc3c3ccccc32)c1 | -1% | 1% | 0% | -3 | 1% | 1% | -3% | -18% | -2 | 0% | 1
COCCN(CC(=O)Nc1ccccc1)S(=O)(=O)c1ccc(S(=O)(=O)N2CCCC2)cc1 | -4% | -7% | 0% | 11 | -10% | 1% | 2% | -27% | -2 | 11% | 1
CC1CCc2c(sc(NC(=O)c3ccccc3C(=O)O)c2C#N)C1 (stereo not given) | ? | ? | ? | 18 | -12% | 2% | 2% | -10% | 3 | 21µM* | 10
CCCC[C@@H]1C=C(C(=O)O)[C@H](c2ccc(Cl)cc2)N1S(=O)(=O)c1ccc(C)cc1 | · | · | 0% | ? | · | 1% | -15% | · | · | · | 16
Cc1ccccc1N/C=C/C(=C(C#N)C#N)N(C)C | -3% | 0% | -1% | 13 | 0% | -1% | 0% | -19% | 1 | -1% | -1
Cc1ccc(C(=O)CC2(O)C(=O)N(CN3CCOCC3)c3ccccc32)cc1 (stereo not given) | 7% | 5% | 2% | 5 | 3% | -15% | 8% | -6% | 1 | 0% | ·

Compound activity as filed in PubChem BioAssay.
